Screening data as filed in PubChem BioAssay.
CHRM4 agonist: agonists of human muscarinic M4 receptor (CHRM4); 360,000 tested, 0.14% active; activation, % at 3 µM; CHO-K1 hM4/Gqi5, Fluo-8 calcium fluorescence; vehicle 0%, full acetylcholine response 100%; P08173;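 active = activation above the run mean over all test wells plus 3 SD, cut at about 32% in these data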;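 note: peak over basal fluorescence ratio per well then scaled between controls; 0% = DMSO wells and 100% = acetylcholine at EC100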
M5 ag: CHRM5 agonism in calcium assay; CHO-K1 hM5 cells, Fluo-8 calcium fluorescence; 0% DMSO wells, 100% maximal acetylcholine response; activation, % at 3 µM; 360,000 tested, 0.19% active; AID 624037;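 active = activation above the run's mean over test compounds plus 3 SD, cut at about 23% in these data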;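 note: signal is peak over basal fluorescence ratio across the kinetic read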
Target sequence (P08912 whole entry, looked up): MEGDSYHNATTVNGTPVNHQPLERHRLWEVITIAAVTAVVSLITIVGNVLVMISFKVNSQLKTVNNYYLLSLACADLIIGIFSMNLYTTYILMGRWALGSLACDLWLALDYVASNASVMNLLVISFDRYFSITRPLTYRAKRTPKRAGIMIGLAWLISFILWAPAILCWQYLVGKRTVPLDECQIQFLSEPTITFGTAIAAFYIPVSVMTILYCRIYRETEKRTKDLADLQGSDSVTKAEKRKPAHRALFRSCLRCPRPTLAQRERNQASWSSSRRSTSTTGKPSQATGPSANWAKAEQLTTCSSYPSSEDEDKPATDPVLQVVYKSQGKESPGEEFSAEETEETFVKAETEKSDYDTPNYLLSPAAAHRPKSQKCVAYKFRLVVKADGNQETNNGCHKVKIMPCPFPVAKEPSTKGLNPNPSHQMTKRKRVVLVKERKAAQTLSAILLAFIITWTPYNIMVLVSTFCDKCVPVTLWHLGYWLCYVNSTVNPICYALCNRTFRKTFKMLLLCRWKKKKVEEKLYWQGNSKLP
M4 antag: CHRM4 antagonism in calcium assay. P08173. CHO-hM4 cells, ACh EC80, Fluo-8 calcium fluorescence. inhibition, % at 3 µM. 360,000 tested, 0.73% active;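 active = inhibition above its plate's cutoff, the mean inhibition of sample wells plus 3 SD, cut at about 27% in these data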;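 note: 0% = acetylcholine EC80 with DMSO and 100% = DMSO without agonist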
M1 antag: blocks human M1 muscarinic receptor; inhibition, % at 3 µM; AID 588852; P11229; CHO-K1 hM1, Fluo-8 calcium fluorescence, ACh EC80 antagonist; 360,000 tested, 1.3% active;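 active = percent inhibition above its own plate's cutoff, namely the mean of that plate's compound wells plus 3 SD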;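 note: peak over basal fluorescence ratio during 140 s after agonist addition; 0% = ACh EC80 plus DMSO and 100% = DMSO alone without agonist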
Target sequence (P11229 whole entry, looked up): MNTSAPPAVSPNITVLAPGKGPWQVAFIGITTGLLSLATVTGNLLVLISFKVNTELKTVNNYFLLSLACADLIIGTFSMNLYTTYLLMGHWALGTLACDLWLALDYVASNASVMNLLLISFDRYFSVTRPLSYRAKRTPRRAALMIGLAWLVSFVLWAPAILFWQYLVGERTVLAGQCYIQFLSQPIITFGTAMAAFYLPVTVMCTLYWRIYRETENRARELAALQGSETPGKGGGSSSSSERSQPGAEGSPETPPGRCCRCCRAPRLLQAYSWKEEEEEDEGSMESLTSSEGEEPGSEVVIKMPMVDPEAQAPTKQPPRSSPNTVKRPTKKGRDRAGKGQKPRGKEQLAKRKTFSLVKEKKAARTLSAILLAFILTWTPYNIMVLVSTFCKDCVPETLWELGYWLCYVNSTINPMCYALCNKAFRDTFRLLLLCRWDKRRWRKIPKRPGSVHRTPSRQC
M5 PAM: positive allosteric modulators of human muscarinic M5 receptor; activation, % at 3 µM; 360,000 tested, 0.3% active; P08912; CHO-K1 hM5, Fluo-8 calcium, ACh EC20 PAM; 0% = ACh EC20, 100% = ACh EC100; AID 624038;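 active = activation above the run cutoff, the mean activation of all test compounds plus 3 SD, cut at about 18% in these data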
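system = human M5 receptor in CHO-K1 cells | compound = one concentration, 3 µM final (nominal) | schedule = Post-acetylcholine fluorescence recording 140 s | signal = Fluo-8 calcium dye fluorescence, kinetic read | benchmarks = low control EC20 acetylcholine (0%), high control EC100 acetylcholine (100%) | repeats = singlicate, one well per test compound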
M1 PAM: potentiates human M1 receptor response to acetylcholine. CHO-K1 hM1, Fluo-8 calcium fluorescence, ACh EC20; 0% = ACh EC20, 100% = maximal ACh. activation, % at 3 µM. 360,000 tested, 0.088% active; in the data active = activation above about 19%, passing the limit was not always enough
TAAR1 agonist: agonists of human TAAR1; 360,000 tested, 0.99% active; activation, % at 3 µM; Q96RJ0; CHO RD-HGA16 TAAR1, Fluo-8 calcium fluorescence; vehicle wells 0%, saturating PEA agonist 100%; AID 624467;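 active = activation above the mean activation of all test compounds in the run plus 3 SD, cut at about 38% in these data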
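test system = CHO RD-HGA16 cells carrying human TAAR1 plus Gα16 | schedule = 17-24 h seeding, 75 min 37 °C dye, 30 min RT | compound dosing = 3 µM single concentration | control set = DMSO and PEA EC100 | replicates = n 1 | signal = Fluo-8 fluorescence, 5 s baseline then 140 s kinetic read | measure = percent activation vs PEA EC100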
M1 ag: human M1 muscarinic receptor agonism; P11229; CHO-K1 hM1, Fluo-8 calcium fluorescence, agonist mode; 0% DMSO, 100% acetylcholine EC100; activation, % at 3 µM; 360,000 tested, 0.33% active;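 active = activation above the run's mean compound activation plus 3 SD, cut at about 16% in these data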;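 note: peak over basal fluorescence ratio within a 140 s kinetic read after compound addition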
CHRM5 antagonist: antagonists of human muscarinic M5 receptor (CHRM5); P08912; CHO-hM5 cells, Fluo-8 calcium fluorescence, ACh EC80; inhibition, % at 3 µM; 360,000 tested, 0.59% active;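 active = inhibition above a per-plate cutoff, the mean of that plate's test compounds plus 3 SD, cut at about 27% in these data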;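 note: 0% = acetylcholine EC80 with DMSO and 100% = DMSO without agonist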
An asterisk follows results filed as active; x = no result given. The list is partial, so the mix of outcomes need not match the whole.

SMILES | CHRM4 agonist | M5 ag | M4 antag | M1 antag | M5 PAM | M1 PAM | TAAR1 agonist | M1 ag | CHRM5 antagonist
CN1CCN(c2nc3c(c(=O)[nH]c(=O)n3C)n2Cc2ccc([N+](=O)[O-])cc2)CC1 | 1 | 0 | -4 | -10 | 2 | 6 | 1 | -8 | -1
COc1ccc(C(=O)N2CCN(c3ncccn3)CC2)cc1 | 2 | -3 | 0 | 7 | -4 | 7 | x | -2 | -3
Cc1ccc(SCc2c(C(=O)N/N=C/c3cccs3)nnn2-c2nonc2N)cc1 | 9 | 0 | -8 | 18 | -4 | -6 | 8 | -2 | 3
COc1ccc(-c2[nH]ncc2/C=C(/C#N)C(=O)NC2CCCCCC2)cc1 | 0 | -9 | -1 | -16 | -6 | -5 | 4 | -5 | -1
O=C(O)c1cc(S(=O)(=O)N2CCN(c3ccccn3)CC2)ccc1Cl | 1 | 3 | -2 | -10 | 5 | 8 | 9 | -4 | -1
O=C(O)c1[nH]c2ccccc2c1NS(=O)(=O)Cc1ccccc1 | 0 | 1 | 4 | -7 | 5 | 11 | 5 | -5 | 1
COc1ccc(CNC(=O)Nc2nc(C(N)Cc3ccc(C(F)(F)F)cc3)cs2)cc1 (stereo unspecified) | 20 | 7 | 21 | -1 | 3 | 6 | 44* | 4 | 2
Cn1c2c(c(=O)n(C)c1=O)CN(CCN1CCNCC1)CN2 | 1 | 3 | 3 | -1 | 5 | 4 | -1 | -2 | 2
CCOc1ccc(S(=O)(=O)N2CCOCC2)cc1NC(=O)CSCC(=O)Nc1ccc(C)cc1 | 2 | -4 | -2 | -12 | 0 | 7 | 2 | -6 | 2
CC(=O)NC(Cc1c[nH]c2ccccc12)C(=O)NCCc1ccccc1 (stereo unspecified) | 1 | 0 | -7 | -20 | 2 | 16 | 0 | 1 | 6
COc1ccc(OC)c(NC(=O)C2(C)CCN2Cc2cccc(OC)c2OC)c1 (stereo unspecified) | 0 | -2 | 1 | -4 | -3 | -1 | 1 | -7 | 9
O=[N+]([O-])c1ccc(Nc2nc(N/N=C\c3ccc4c(c3)OCO4)nc(N3CCCCC3)n2)cc1 | 1 | -2 | 1 | 13 | 0 | -6 | 7 | -4 | 9
COc1ccc(N2CCN(S(=O)(=O)CCNC(=O)C3CC(=O)N(c4ccccc4)C3)CC2)cc1 (stereo unspecified) | 1 | -4 | 1 | -6 | -2 | 10 | 0 | -1 | 6
O=C(NC1CCN(Cc2ccccc2)CC1)c1cc(Br)c(Br)[nH]1 | 10 | -12 | -4 | 4 | 4 | -4 | 13 | -7 | -8
Cc1cc([N+](=O)[O-])nn1CC(=O)NCc1nc2ccccc2[nH]1 | 12 | 0 | 3 | 25 | -7 | -12 | -1 | -5 | 13
Cc1ccc2nc(NC(=O)c3ccccc3F)sc2c1 | 3 | 3 | 0 | -1 | -5 | 0 | 6 | -3 | 6
COc1ccc(-n2c(SCC#N)nnc2-c2cccnc2)cc1 | 0 | -1 | -4 | -13 | 0 | 5 | 2 | -3 | -2
O=C(NCC(c1ccco1)N1CCCC1)c1ccc(S(=O)(=O)Nc2ccc(F)cc2)cc1 (stereo unspecified) | 11 | -2 | 6 | 50* | -14 | -25 | 40* | -1 | 8
COc1ccc(OCc2nnc3n2N=C(c2ccc(C)cc2)CS3)cc1 | 0 | -2 | 5 | -5 | -12 | 1 | -2 | -8 | 6
Cc1cc(OCC(=O)NCC2CCC(C(=O)O)CC2)c2c(C)cc(=O)oc2c1 (stereo unspecified) | 1 | 1 | -5 | -3 | -2 | 4 | 1 | 4 | 3

Some of the entries so far, with values under each structure:
Values run as follows: CHRM4 agonist, M5 ag, M4 antag, M1 antag, M5 PAM, M1 PAM, TAAR1 agonist, M1 ag, CHRM5 antagonist
O=C(O)c1[nH]c2ccccc2c1NS(=O)(=O)Cc1ccccc1
  0, 1, 4, -7, 5, 11, 5, -5, 1
COc1ccc(CNC(=O)Nc2nc(C(N)Cc3ccc(C(F)(F)F)cc3)cs2)cc1 (stereo unspecified)
  20, 7, 21, -1, 3, 6, 44*, 4, 2
Cn1c2c(c(=O)n(C)c1=O)CN(CCN1CCNCC1)CN2
  1, 3, 3, -1, 5, 4, -1, -2, 2
CCOc1ccc(S(=O)(=O)N2CCOCC2)cc1NC(=O)CSCC(=O)Nc1ccc(C)cc1
  2, -4, -2, -12, 0, 7, 2, -6, 2
CC(=O)NC(Cc1c[nH]c2ccccc12)C(=O)NCCc1ccccc1 (stereo unspecified)
  1, 0, -7, -20, 2, 16, 0, 1, 6
COc1ccc(OC)c(NC(=O)C2(C)CCN2Cc2cccc(OC)c2OC)c1 (stereo unspecified)
  0, -2, 1, -4, -3, -1, 1, -7, 9
O=[N+]([O-])c1ccc(Nc2nc(N/N=C\c3ccc4c(c3)OCO4)nc(N3CCCCC3)n2)cc1
  1, -2, 1, 13, 0, -6, 7, -4, 9
COc1ccc(N2CCN(S(=O)(=O)CCNC(=O)C3CC(=O)N(c4ccccc4)C3)CC2)cc1 (stereo unspecified)
  1, -4, 1, -6, -2, 10, 0, -1, 6
O=C(NC1CCN(Cc2ccccc2)CC1)c1cc(Br)c(Br)[nH]1
  10, -12, -4, 4, 4, -4, 13, -7, -8
Cc1cc([N+](=O)[O-])nn1CC(=O)NCc1nc2ccccc2[nH]1
  12, 0, 3, 25, -7, -12, -1, -5, 13
Cc1ccc2nc(NC(=O)c3ccccc3F)sc2c1
  3, 3, 0, -1, -5, 0, 6, -3, 6
COc1ccc(-n2c(SCC#N)nnc2-c2cccnc2)cc1
  0, -1, -4, -13, 0, 5, 2, -3, -2
O=C(NCC(c1ccco1)N1CCCC1)c1ccc(S(=O)(=O)Nc2ccc(F)cc2)cc1 (stereo unspecified)
  11, -2, 6, 50*, -14, -25, 40*, -1, 8

Other records follow.
SMILES | CHRM4 agonist | M5 ag | M4 antag | M1 antag | M5 PAM | M1 PAM | TAAR1 agonist | M1 ag | CHRM5 antagonist
Cc1ccc(C(O)(CNCc2ccccc2)c2ccccc2)cc1 (stereo unspecified) | 4 | 2 | 3 | 4 | 2 | -4 | 8 | -5 | 5
COc1ccc(Nc2nc(N3CCCCC3)c3ccccc3n2)cc1 | 2 | -1 | 2 | 8 | -6 | -18 | 63* | -3 | 7
O=C(NC1CCCCC1)c1ccc(N2CCCC2=O)cc1 | 0 | -1 | 2 | -19 | -5 | 0 | 2 | -1 | 9
COc1ccc(NC(=O)Nc2ccon2)c(OC)c1 | 1 | -1 | -1 | -2 | -4 | 6 | 8 | -7 | 5
CN1CCC(C)(C(=O)Nc2cccc(Oc3ccccc3)c2)C1 (stereo unspecified) | 2 | -3 | -22 | -11 | -6 | -1 | 3 | -9 | 2
CCOc1ccccc1NC(=O)CN(c1ccc(OC)cc1)S(=O)(=O)c1c(C)noc1C | -2 | -2 | 5 | 3 | -3 | 2 | 7 | -5 | -2
NC(=O)C1CCN(CC(=O)Nc2ccc(S(=O)(=O)N3CCOCC3)cc2)CC1 | 1 | -2 | -8 | -1 | 0 | 12 | -1 | -5 | 7
C=CCc1ccc(OCCN2CCc3ccccc3C2)c(OC)c1 | -1 | -7 | -23 | -11 | 1 | 4 | 15 | -15 | -10
Cc1ccccc1N1CCN(CCCN2C(=O)CC(=C(c3ccccc3)c3ccccc3)C2=O)CC1 | -3 | -9 | 38* | 95* | -14 | -20 | 2 | -5 | -1
Cc1cc(C(=O)Nc2nnc(C3CC3)s2)c(C)s1 | 1 | 1 | 7 | -6 | -6 | 6 | 6 | -2 | 8
COc1ccc(S(=O)(=O)Nc2c(C)n(C)n(-c3ccccc3)c2=O)cc1 | 0 | 2 | 11 | -7 | 2 | 5 | 8 | -1 | -3
COc1ccc(-c2cn(Cc3ccc(C(=O)NCc4ccc(C)cc4)cc3)c(C(C)N)n2)cc1 (stereo unspecified) | 7 | 0 | 3 | -2 | 2 | 10 | 7 | -7 | 15
CC(C)(C)NC(=O)C(c1ccccc1)N(C(=O)C1CSC(=O)C1)c1ccccc1 (stereo unspecified) | 10 | 11 | 2 | -3 | 6 | 5 | 1 | 2 | -5
COc1ccc(/C=N/OCC(=O)Nc2nc3ccccc3s2)cc1OC | 14 | 4 | -4 | 8 | -10 | -5 | -1 | 3 | 5
CS(=O)(=O)N1Cc2cc(C(=O)NCC3CC3)nc(-c3cccc(-c4cccnc4)c3)c2[C@H]1CCO | 0 | -3 | -5 | x | 11 | x | 1 | x | 8
CC(C)OC(=O)C(CC(=O)O)NCc1ccccc1 (stereo unspecified) | 0 | 1 | 12 | -5 | 6 | 5 | 14 | -2 | 1
CC(C)n1cnnc1SCC(=O)Nc1ccc(Br)cc1F | 0 | -1 | -10 | -14 | -1 | 10 | 7 | -2 | 3
Cn1c(SCc2ccc(C#N)cc2)nnc1-c1ccncc1 | 0 | -2 | 4 | -6 | -3 | -1 | 5 | -5 | 1
C/C(=N/NC(=O)c1ccc(NC(=O)c2ccc(F)cc2)cc1)c1ccccc1 | 2 | -7 | -4 | 1 | -1 | 0 | 6 | -4 | -7
Cc1ccc(C(=O)CCNc2ccc(F)c(Cl)c2)o1 | 0 | -10 | 2 | -4 | -12 | 3 | 0 | -3 | -8
COc1ccc(NC(=O)c2cc(S(=O)(=O)N3CCOCC3)ccc2C)cc1S(=O)(=O)N1CCOCC1 | 4 | -1 | -6 | -2 | -4 | -2 | 1 | -6 | 19
COc1ccc(OC)c(/C=N/NC(=O)C(=O)NCc2cccnc2)c1 | 1 | 3 | -9 | -9 | 10 | 12 | 0 | 1 | 3
CCC(C)(C)NC(=O)C(Sc1ccccc1)c1ccccc1 (stereo unspecified) | -2 | -7 | -14 | 3 | 5 | 0 | 5 | -8 | 1
N#CC1=C(N)N(c2ccccc2)C(c2ccccc2)C1(C#N)C#N (stereo unspecified) | -1 | -4 | -7 | -2 | 4 | 6 | 2 | -2 | -3
COc1ccc2c(-c3ccccc3)cc(SC(C)C(N)=O)nc2c1 (stereo unspecified) | 1 | -4 | -3 | -4 | -6 | 8 | 8 | -9 | -4
CCN(CC)c1ccc(/C=N/NC(=O)c2ccc([N+](=O)[O-])cc2)cc1 | 1 | 1 | -5 | -15 | -5 | 11 | 7 | -5 | -2
COc1cccc(N2CCN(c3ccc4nnc(CCC(=O)N5CCC(C)CC5)n4n3)CC2)c1 | 14 | -3 | 7 | 2 | -4 | 1 | 6 | -3 | 4
CCCCn1c(N)c(N(CC(C)C)C(=O)c2cc(C)oc2C)c(=O)[nH]c1=O | 1 | -3 | -6 | -3 | 10 | 3 | 3 | -3 | -7
O=C(c1ccncc1)N1CCN(S(=O)(=O)c2cccc([N+](=O)[O-])c2)CC1 | 1 | 3 | -4 | -22 | 3 | 9 | 1 | -2 | -4
Cc1cccc(N2CCc3c2nc2ccc(Br)cc2c3N)c1 | 0 | -2 | -12 | -1 | -6 | 1 | 1 | -7 | 4
